Screens as filed in PubChem.
Tau fil binding: tau filament binding | recombinant tau filaments, thioflavin S fluorescence, 15 h; filaments grown with octadecylsulfate alongside compound | Potency, µM (top dose mostly 57.1 µM), without a hit: top-dose activity change, negative = inhibition | 2% of 71,000 active | P10636;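 note: potency is the fitted concentration of half-maximal effect; % is set by controls: 0 for no effect and ±100 for the full control effect; actives lower thioflavin S fluorescence by blocking filaments or displacing dye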
Target sequence (P10636 whole entry, looked up): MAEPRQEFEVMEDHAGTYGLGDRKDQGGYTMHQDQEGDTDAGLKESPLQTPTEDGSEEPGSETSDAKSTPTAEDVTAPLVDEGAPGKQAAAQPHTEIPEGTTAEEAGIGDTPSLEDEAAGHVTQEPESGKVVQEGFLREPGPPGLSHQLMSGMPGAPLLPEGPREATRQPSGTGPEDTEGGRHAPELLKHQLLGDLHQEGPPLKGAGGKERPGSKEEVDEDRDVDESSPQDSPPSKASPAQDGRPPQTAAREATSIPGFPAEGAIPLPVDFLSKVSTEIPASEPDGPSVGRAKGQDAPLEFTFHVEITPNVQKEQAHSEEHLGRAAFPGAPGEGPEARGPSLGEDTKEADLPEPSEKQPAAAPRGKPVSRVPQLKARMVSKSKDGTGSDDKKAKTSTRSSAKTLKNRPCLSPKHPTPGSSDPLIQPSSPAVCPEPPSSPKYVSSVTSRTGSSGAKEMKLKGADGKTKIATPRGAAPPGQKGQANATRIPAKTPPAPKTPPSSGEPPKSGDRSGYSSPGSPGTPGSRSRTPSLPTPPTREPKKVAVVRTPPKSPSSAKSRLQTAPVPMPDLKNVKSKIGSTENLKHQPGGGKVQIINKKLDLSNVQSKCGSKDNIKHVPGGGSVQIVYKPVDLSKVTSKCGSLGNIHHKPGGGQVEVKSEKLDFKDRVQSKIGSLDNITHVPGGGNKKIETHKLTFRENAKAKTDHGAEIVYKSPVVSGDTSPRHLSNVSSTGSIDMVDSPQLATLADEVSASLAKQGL
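Quantitative HTS: thioflavine S signal from ODS-induced tau filaments, excited at 450 nm, emission 510 nm. Conditions: 1 uM tau, 30 uM ODS, 15 h at 37 C, pH 7.4.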
Casp7 inh: allosteric or competitive inhibitors of human caspase-7; P55210; recombinant caspase-7, Ac-DEVD-AFC fluorescence rate; Potency, µM (highest dose often 57.5 µM), without a hit: at the highest dose activity change, negative = inhibition, usual class: inhibitors; 0.02% of 75,000 active; AID 889; active = well fitted inhibition curve with a large enough effect in the main read-out, with a control signal flat, not every such curve was filed as active; inconclusive = small, poorly fitted or top-dose-only effect, or a change in a side signal; note: potency is the fitted concentration of half-maximal effect; % of control where 0% means no effect
Target sequence (P55210 24-198 limits assumed): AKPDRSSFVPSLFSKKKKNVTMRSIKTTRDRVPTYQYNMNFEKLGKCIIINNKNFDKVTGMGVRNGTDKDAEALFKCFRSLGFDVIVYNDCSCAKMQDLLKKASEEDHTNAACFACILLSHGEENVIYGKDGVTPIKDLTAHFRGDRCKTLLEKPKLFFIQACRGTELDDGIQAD
Target sequence (P55210 207-303 limits assumed): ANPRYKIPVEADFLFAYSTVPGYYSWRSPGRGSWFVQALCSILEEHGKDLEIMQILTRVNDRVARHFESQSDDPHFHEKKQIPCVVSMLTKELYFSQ
Caspase-1 inhib: caspase-1 (human) inhibition, allosteric or competitive; Potency, µM (top dose mostly 57.5 µM), for inactives: at the highest dose activity change, negative = inhibition, hits mostly inhibitors; 0.03% of 75,000 active; P29466; AID 900; Caspase-1 enzyme, Ac-WEHD-AFC fluorogenic rate;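 note: potency is the fitted concentration of half-maximal effect; plate controls were vehicle for no effect and no substrate for full effect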
BRCT inh green: BRCA1 BRCT-phosphoprotein interaction inhibition | P38398 | BRCA1 BRCT-phosphopeptide binding, green fluorescence polarization | Potency, µM (series often up to 76.9 µM), without a hit: top-dose activity change, negative = inhibition, hits mostly inhibitors | 0.05% of 75,000 active | AID 875;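 note: potency is the fitted concentration of half-maximal effect; plate controls were peptide without protein for full effect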
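Fluorescence polarization: His-tagged BRCT (~35 kDa BRCA1 C-terminus, 250 nM) bound to 100 nM fluorescein-labeled phosphorylated 10-aa BACH1 peptide, pH 7.3 phosphate buffer with DTT and Tween 20. Compounds incubated 12 min at room temperature; inhibition read as lowered polarization.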
CRE Fsk mod: modulators of forskolin-stimulated CRE signaling in CHO cells; 2.5% of 71,000 active; CHO CRE-bla reporter (cAMP response element driving beta-lactamase), forskolin EC10, beta-lactamase ratio; Potency, µM (highest dose often 38.2 µM), for inactives: at the top dose activity change, negative = inhibition, usual class: activators; AID 662; active = well fitted activation curve with a large enough effect in the signal ratio, with a control signal flat, not every such curve was filed as active; inconclusive = small, poorly fitted or top-dose-only effect, or effect the other way, or a change in a side signal; the % refers to the signal ratio; note: potency is the fitted concentration of half-maximal effect; % of control where 0% means no effect
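qHTS titration format; CRE-bla CHO reporter; stimulus EC10 NKH 477, a water-soluble forskolin. Read: CCF4 460/530 nm ratio. Potency expressed as AC50 for activators or inhibitors.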
ERK AVP block: inhibitors of vasopressin-stimulated ERK signaling pathway. Potency, µM (highest dose often 57.5 µM), inactives show at the top dose activity, negative = inhibition, usual class: inhibitors. 0.99% of 72,000 active. HEK293-V1b, vasopressin-stimulated pERK AlphaScreen; note: potency is the fitted concentration of half-maximal effect; % is set by controls: 0 for no effect and ±100 for the full control effect; nearly all actives have a fitted effect of over 55% in size
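V1b-HEK293 cells; cpd 30 min 37C; 25 nM vasopressin 5 min; lyse 10 min; AlphaScreen beads 5 hr RT. Normalized to DMSO basal and 25 nM vasopressin; AC50 by Hill fit.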
HEK293 cAMP cs: counter-screen for TSHR agonists: cAMP increase in parental HEK293. parental HEK293 CNG cAMP sensor, membrane potential fluorescence. Potency, µM (titrated, usually from 57.1 µM), for the others: at the top dose activation, hits mostly activators. 2.5% of 73,000 active. AID 938; note: potency is the fitted concentration of half-maximal effect; % of control where 0% means no effect; nearly all actives have a fitted effect of over 55% in size
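Parental HEK 293 cells stably expressing a cAMP-gated CNG channel were loaded with membrane potential dye containing 100 uM RO 20-1724 for 60 min. Compound added for 30 min; depolarization read as fluorescence intensity at 590 nm.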
BRCT inh red: inhibitors of human BRCA1 BRCT-phosphoprotein interaction (red fluorophore); P38398; BRCT-phosphopeptide binding, red fluorescence polarization; Potency, µM (titrated, usually from 76.9 µM), for inactives: at the highest dose activity change, negative = inhibition, hits mostly inhibitors; 0.03% of 75,000 active; AID 892; note: % is set by controls: 0 for no effect and ±100 for the full control effect
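Rhodamine-labelled pBACH1 10-mer (100 nM) bound to BRCT domain (100 nM) at pH 7.3; compounds incubated 12 min room temperature, polarization read. Free peptide defines full inhibition; unlabelled decapeptide titrated as control.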
FLuc inh: inhibitors of firefly luciferase; P08659; purified firefly luciferase, luminescence, 8 min; Potency, µM (top dose mostly 57.1 µM), for the others: top-dose activity change, negative = inhibition, usual class: inhibitors; 2.2% of 72,000 active; AID 411; note: potency is the fitted concentration of half-maximal effect; % is set by controls: 0 for no effect and ±100 for the full control effect; nearly all actives have a fitted effect of over 40% in size
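Substrate buffer containing 10 uM ATP (pH 7.2 imidazole, Mg2+, KCl, detergent, BSA) is dispensed, compound pinned in, then luciferase/luciferin detector mix added. After 8 min at ambient temperature, light output is measured.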
USP2a inhib: blocks human ubiquitin-specific protease USP2a; O75604; Potency, µM (titrated, usually from 38.3 µM), for the others: at the top dose activity change, negative = inhibition, hits mostly inhibitors; 0.1% of 60,000 active; USP2a enzymatic assay, qHTS inhibition; AID 927;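 note: potency is the fitted concentration of half-maximal effect; nearly all actives have a fitted effect of over 60% in size; plate controls were DMSO for no effect and NEM full inhibition control for full effect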
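Inhibition is measured in a cell-free coupled assay with 20 nM USP2 core, 20 nM Ub-PLA2 and 20 uM NBD C6-HPC, 2.5 h incubation. Activity normalized to NEM control.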
A350 fluor: compound fluoresces in the Alexa 350 spectral region | Compound autofluorescence, 340/450 nm, Alexa 350 dye-equivalents; hits give high values | max dye-equivalent concentration, M | 11% of 59,000 active | AID 590; in the data active = max dye-equivalent concentration above about 10 nM; inconclusive = mostly about 1.1 nM to 9.6 nM
An asterisk follows results filed as active; i = inactive; ? = inconclusive; · = no result given; [ ] = dose if it differs, or a comment. Unless noted, calls come from the whole dose curve; as a rule, active = well fitted curve in the direction sought with a large enough effect; inconclusive = small, poorly fitted or top-dose-only effect, or another doubt; inactive = no such curve, though single readings can be large; an effect the other way counts as inactive or inconclusive. Hits appear at their usual frequency; any-hit rate near 16%.

SMILES | Tau fil binding | Casp7 inh | Caspase-1 inhib | BRCT inh green | CRE Fsk mod | ERK AVP block | HEK293 cAMP cs | BRCT inh red | FLuc inh | USP2a inhib | A350 fluor
COC(=O)c1[nH]c(C)c(/C(O)=C2\C(=O)C(=O)N(CCCN3CCOCC3)C2c2ccccn2)c1C (stereo unspecified) | 2% | -9% | -3% | -0.3% | -1% | 5% | 0% | -1.9% | -1% | -1% | i
COc1ccc(CCNC(=O)CSc2nnnn2-c2ccccc2OC)cc1OC | -7% | 2% | -4% | -0.6% | 6% | · | 7% | 0.1% | 2% | · | ·
COc1cccc(NC(=O)N(CCCN2CCOCC2)C(C)c2cc3cccc(OC)c3o2)c1 (stereo unspecified) | 1% | 0% | 0% | -0.7% | -11% | 3% | ? | -0.9% | 0% | 39%[activator] | i
Cc1noc(C)c1COc1ccc(C(=O)OCc2nnc(-c3ccc(Cl)cc3)o2)cc1 | 25% | -1% | 0% | 3.6% | 7% | 9% | 27% | 0.5% | 4% | 13% | i
CC(C)=CCc1c2c(c3occ(-c4ccc(O)cc4)c(=O)c3c1O)C=CC(C)(C)O2 | · | -12% | -9% | 0.4%[3.08 µM] | · | ? | · | 0.8% | · | ? | ·
CN(c1ccc(C(=O)NCCSC(C)(C)C)cc1)S(C)(=O)=O | 5% | 0% | 0% | -2.7% | 0% | -1% | -2% | 0.9% | -5% | -2% | i
O=C(Cc1ccc(-n2cccc2)cc1)N1CCc2ccccc21 | 2% | -13% | -2% | 0.0% | ? | -4% | 5% | 0.7% | -2% | 18% | i
CCC(C)NC(=O)CSc1nnc(-c2ccncc2)n1-c1ccc(OC)cc1 (stereo unspecified) | -2% | 2% | -1% | -3.1% | 3% | -12% | 7% | -1.1% | 1% | -2% | i
CCOC(=O)c1cccc(NC(=O)CS(=O)(=O)Cc2nc(-c3cccc(OC)c3)oc2C)c1 | 117% | -1% | -3% | 3.5% | 3% | 1% | ? | -1.3% | -2% | 26% | i
CC(=O)N1CCN(CCN=CC2=C(O)CC(c3ccco3)CC2=O)CC1 (stereo unspecified) | 3%[11.4 µM] | 2% | -2% | -0.5% | ? | -8% | 1%[11.4 µM] | -2.6% | 1% | 2%[7.66 µM] | ·
CCn1c(COc2ccccc2C)nnc1SCC(=O)CC(=O)Nc1ccccc1OC | -4% | -11% | -4% | 10% | 2% | 17% | 14% | 1.2% | 1% | 32%[activator] | i
COC(=O)CN(C)C1CC(=O)N(c2ccc(Cl)cc2)C1=O (stereo unspecified) | 18% | -3% | -5% | 0.9% | ? | -10% | 3% | 2.4% | 4% | 17% | 2.3e-08M*
FC(F)(F)c1cc(CN2CC3(CCNCC3)C2)cc(C(F)(F)F)c1 | 13µM* | -1% | -5% | -4.6% | 4% | -9% | ? | 0.6% | 0%[11.4 µM] | 17% | i
COc1ccc(CNC(=O)C2COc3ccccc3O2)cc1 (stereo unspecified) | 5% | -2% | -1% | -1.1% | -9% | 10% | 19% | 0.4% | -5% | 6% | i
COc1ccccc1NC(=O)COc1ccc(/C=N/n2cnnc2)cc1OC | 8%[11.4 µM] | 2% | 1% | -0.2% | ? | ? | -3%[11.4 µM] | 0.0% | 2% | 10%[7.66 µM] | ·
COC(=O)Nc1nc2ccc(C(=O)c3cccs3)cc2[nH]1 | ? | -3% | 1% | -2.1%[3.08 µM] | 0.079µM* | 28% | 5%[25.6 µM] | -3.2% | -1% | 2% | i
COc1ccccc1NC(=O)CSc1nnc(-c2ccco2)o1 | 5% | 0% | 0% | -1.0% | 0% | -4% | 2% | 0.3% | 1% | 6% | i
O=C1NCCN1C(=O)N(c1ccccc1)c1ccccc1 | 1% | 0% | -2% | -0.8% | 0% | 3% | -2% | 0.2% | 2% | -4% | 1.3e-07M*
CCOc1ccc(N(CC(=O)NCc2ccccc2)S(C)(=O)=O)cc1 | 4% | 1% | -1% | -0.1% | -4% | 1% | 10% | -0.3% | 1% | 4% | ·
CCCOc1ccc(NC(=O)C2CC(=O)N(C(C)C)C2)cc1 (stereo unspecified) | -1% | -1% | -1% | -0.1% | -1% | -8% | 2% | 0.5% | 2% | 2% | i

One compound at a time (already shown). Screens in order: Tau fil binding	Casp7 inh	Caspase-1 inhib	BRCT inh green	CRE Fsk mod	ERK AVP block	HEK293 cAMP cs	BRCT inh red	FLuc inh	USP2a inhib	A350 fluor
CCn1c(COc2ccccc2C)nnc1SCC(=O)CC(=O)Nc1ccccc1OC is listed as -4%	-11%	-4%	10%	2%	17%	14%	1.2%	1%	32%[activator]	i
CN(c1ccc(C(=O)NCCSC(C)(C)C)cc1)S(C)(=O)=O is listed as 5%	0%	0%	-2.7%	0%	-1%	-2%	0.9%	-5%	-2%	i
COc1ccc(CCNC(=O)CSc2nnnn2-c2ccccc2OC)cc1OC is listed as -7%	2%	-4%	-0.6%	6%	·	7%	0.1%	2%	·	·
CCCOc1ccc(NC(=O)C2CC(=O)N(C(C)C)C2)cc1 (stereo unspecified) is listed as -1%	-1%	-1%	-0.1%	-1%	-8%	2%	0.5%	2%	2%	i
COC(=O)CN(C)C1CC(=O)N(c2ccc(Cl)cc2)C1=O (stereo unspecified) is listed as 18%	-3%	-5%	0.9%	?	-10%	3%	2.4%	4%	17%	2.3e-08M*

(listing goes on)
SMILES | Tau fil binding | Casp7 inh | Caspase-1 inhib | BRCT inh green | CRE Fsk mod | ERK AVP block | HEK293 cAMP cs | BRCT inh red | FLuc inh | USP2a inhib | A350 fluor
COc1cc2oc(-c3ccccc3)cc(=O)c2cc1OC | ? | 1% | -2% | -3.1% | 6.3µM* | -16% | 15% | -4.3% | -4%[11.4 µM] | · | 1.2e-08M*
O=S(=O)(Nc1ccc(O)c(CN2CCCCC2)c1)c1ccccc1 | -5% | 0% | -1% | -0.6% | -8% | 6% | ? | 1.2% | 0% | -5% | i
CCN1CCN(CCNC(=O)c2cn(Cc3ccccc3F)nn2)CC1 | -4% | -1% | 1% | 0.6% | -12% | -2% | 1% | -0.5% | 2% | -9% | i
CC(C)(C)n1nnnc1C(c1ccncc1)N1CCN(C2CCCCC2)CC1 (stereo unspecified) | 7% | 9% | 2% | -1.9% | -1% | 14% | 10% | -0.3% | 2% | -9% | ?
COc1ccc(NC(=O)Nc2ccccc2C(=O)N2CCCC2)cc1 | 8% | 0% | 1% | -1.1% | -2% | 2% | 0% | -1.9% | -4% | 4% | i
c1ccc(CNn2c(N3CCOCC3)nc3ccccc32)cc1 | · | 0% | -2% | -2.5% | · | · | 8% | 0.4% | · | · | ·
Cc1cc(N=Cc2c(O)ccc3ccccc23)no1 | -21% | -5% | -4% | -0.7% | ? | 2% | 12% | 1.4% | -1% | 0% | ·
CCC(C)NC(=O)C(Cc1ccccc1)NS(=O)(=O)c1cccc2nsnc12 (stereo unspecified) | -1% | 2% | 0% | -1.2% | -6% | 7% | 18% | -1.2% | 0% | 8% | i
O=C(CSc1nnnn1C1CCCCC1)NCc1cccc(C(=O)O)c1 | -27% | 1% | -1% | -0.6% | -2% | 0% | 21% | 0.5% | -9% | 6% | i
CCOC(=O)c1c(C)oc2cc(Br)c(OC(=O)N3CCOCC3)cc12 | 51% | -1% | -2% | 0.8% | ? | -25% | 14% | -1.3% | -3% | 6% | ·
COc1ccccc1Nc1cc(C(=O)NCCCN2CCOCC2)c2ccccc2n1 | -20% | -3% | -5% | -2.4% | -8% | -8% | ? | 0.0% | -17% | · | ·
COc1cc(C2/C(=C(\O)c3ccc4c(c3)CC(C)O4)C(=O)C(=O)N2CCCn2ccnc2)ccc1O (stereo unspecified) | 8% | -2% | -3% | -2.9% | -3% | -1% | 8% | 0.1% | 4% | 11% | ?
COc1ccc2[nH]c3c(=O)n(CCCCC(=O)NCCN4CCCC4)c(=S)[nH]c3c2c1 | 151% | 0% | -2% | -0.9% | 0% | -9% | -11% | 0.0% | -4% | 26% | 1.7e-08M*
CCC(C)[C@H](N)c1nnc(SCC(=O)Nc2cccc(Cl)c2)o1 (stereo partly specified) | -5% | 3% | -1% | -2.0% | 5% | -11% | 0% | 0.3% | 0% | 7% | i
Cn1c(=O)oc2cc(S(=O)(=O)Nc3ccc4c(c3)OCCO4)ccc21 | 2% | -2% | 0% | 10% | ? | -23% | 9% | -1.0% | -1% | -5% | ?
COc1ccccc1N1CCN(C(=O)c2c(-c3c(Cl)cccc3Cl)noc2C)CC1 | -6% | 1% | -5% | 3.1% | -6% | -8% | 13% | -1.1% | -1% | · | i
